# TDP2 absorb = TDP2 (human) inhibition, absorbance primary screen | inhibition, % at 12.8 µM | recombinant TDP2, T5PNP hydrolysis, p-nitrophenol absorbance 415 nm | O95551 | 370,000 tested, 0.34% active;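 active = inhibition above the mean of all tested compounds plus 3 SD, set per campaign, cut at about 25% in these data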;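 note: 0% = DMSO with enzyme and 100% = buffer with substrate but no TDP2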
#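 System: recombinant human TDP2 / Amount: 120 nM TDP2 per well / Also added: 5 mM T5PNP chromogenic substrate / Doses: 12.8 µM single point, 1% DMSO / Incubation: 2 h at 37 °C / Detection: p-Nitrophenol epi absorbance / Evaluation: % inhibition relative to enzyme-containing and enzyme-free wells / Repeats: singlicate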
# SIAE inh = inhibitors of human sialic acid acetylesterase SIAE. Q9HAT2. SIAE FP-Rh probe binding, fluorescence polarization. inhibition, % at 9.66 µM. 370,000 tested, 0.69% active;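 active = inhibition above a cutoff: mean of compounds within the control limits plus 3 SD of those, cut at about 17% in these data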;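 note: 0% = plate median of compound wells and 100% = probe without SIAE protein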
# HTRA1 inhibitor = inhibitors of human serine peptidase HTRA1; Q92743; recombinant HTRA1, FP-rhodamine activity-based probe, fluorescence polarization; inhibition, % at 5.96 µM; 340,000 tested, 0.5% active; in the data active = inhibition above about 36%;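 note: 0% = enzyme with DMSO and 100% = wells lacking enzyme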
# Target sequence (Q92743 whole entry, looked up): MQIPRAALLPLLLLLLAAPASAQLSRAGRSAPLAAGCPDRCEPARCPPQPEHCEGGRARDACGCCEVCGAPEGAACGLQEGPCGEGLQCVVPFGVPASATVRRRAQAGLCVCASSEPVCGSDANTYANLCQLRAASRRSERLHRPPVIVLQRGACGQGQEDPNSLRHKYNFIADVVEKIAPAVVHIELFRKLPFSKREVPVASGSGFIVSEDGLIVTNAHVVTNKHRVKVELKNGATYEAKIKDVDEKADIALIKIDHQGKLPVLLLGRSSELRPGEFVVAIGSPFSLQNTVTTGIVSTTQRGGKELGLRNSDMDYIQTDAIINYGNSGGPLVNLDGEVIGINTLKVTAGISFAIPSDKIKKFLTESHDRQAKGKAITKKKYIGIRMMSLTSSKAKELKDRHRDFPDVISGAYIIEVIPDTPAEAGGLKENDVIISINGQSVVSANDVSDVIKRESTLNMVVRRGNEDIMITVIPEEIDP
# TCR CD3 inh = inhibitors of human TCR-CD3 interaction | TAMRA-labeled TCR probe fluorescence, biochemical | inhibition, % at 9.4 µM | 360,000 tested, 0.37% active; in the data active = inhibition above about 19%;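 note: recombinant mutant TCR 2C K166C tagged with TAMRA read by polarization; 0% = receptor in buffer alone and 100% = receptor with positive control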
# LEDGF integ inh = blocks HIV-1 LEDGF/p75-dependent DNA integration; TR-FRET IN-LEDGF/p75 DNA integration, Eu/Cy5; inhibition, % at 3.7 µM; 370,000 tested, 0.64% active;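 active = inhibition above the screen-wide mean plus 3 SD, cut at about 13% in these data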;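 note: signal is the Cy5 over europium emission ratio at 671 and 618 nm; 0% = plate median of compound wells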
# PRMT1 FP inh = inhibitors of human PRMT1; Q99873; recombinant PRMT1, activity-based probe fluorescence polarization; inhibition, % at 2.79 µM; 370,000 tested, 1.3% active; AID 652257;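 active = inhibition above about 21% made by adding two undisclosed values, limit read from the data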
# Target sequence (Q99873 whole entry, looked up): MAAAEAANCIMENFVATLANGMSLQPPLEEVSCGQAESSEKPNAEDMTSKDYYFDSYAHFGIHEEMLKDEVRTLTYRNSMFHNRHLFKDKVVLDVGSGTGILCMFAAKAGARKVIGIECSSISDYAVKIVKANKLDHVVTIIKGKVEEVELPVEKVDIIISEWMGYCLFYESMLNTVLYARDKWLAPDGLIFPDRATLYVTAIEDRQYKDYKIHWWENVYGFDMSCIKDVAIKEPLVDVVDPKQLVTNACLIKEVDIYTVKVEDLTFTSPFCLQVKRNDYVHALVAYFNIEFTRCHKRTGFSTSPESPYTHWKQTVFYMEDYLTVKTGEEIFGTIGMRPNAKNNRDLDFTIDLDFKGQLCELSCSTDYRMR
# UHRF1 MBD2 ctr = blocks human UHRF1 binding to methylated DNA; UHRF1 binding to methylated oligo, TR-FRET; 370,000 tested, 0.75% active; inhibition, % at 4.4 µM; Q96T88; in the data active = inhibition above about 21%;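 note: UHRF1 SRA domain binding a hemimethylated CpG hairpin DNA probe; 0% = median of test compound wells and 100% = reference inhibitor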
# Tn7 DDE FP = disrupts Tn7 cyclic peptide binding to fibrin D-Dimer-E complex; P02675; FP displacement of FITC-Tn7 peptide from fibrin DD(E); 0% = median of compound wells per plate; inhibition, % at 8.3 µM; 370,000 tested, 0.13% active;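 active = inhibition above the mean of compounds falling within the control limits plus 3 SD of them, cut at about 14% in these data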;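 note: 0% = plate median of compound wells and 100% = 10 µM Aha-Tn7 peptide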
#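 Assay system: human fibrin DD(E). Input: DD(E) 2 µM final. Medium: Tris buffer with calcium and detergent, pH 7.8. Compound dosing: single point at 8.3 µM. Timing: 10 min plus 3 h, room temperature. Technique: fluorescence polarization of the labelled Tn7 tracer. Read-out: percent inhibition. Replicates: singlicate testing.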
# PG9 binder = PG9 antibody binding by small molecule | inhibition, % at 6.7 µM | AID 624416 | 360,000 tested, 0.43% active | TR-FRET gp120-PG9 antibody binding; in the data active = inhibition above about 8.5%
# ABHD4 inh = inhibits mouse alpha/beta hydrolase domain 4; purified mABHD4, FP-Rh probe fluorescence polarization; 370,000 tested, 0.54% active; inhibition, % at 8.92 µM; Q8VD66;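 active = inhibition exceeding the mean over every tested compound plus 3 SD, cut at about 30% in these data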;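 note: 0% = plate median of compound wells and 100% = S159A mutant with DMSO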
#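 Assay system: wild-type mouse ABHD4 protein; compound: single nominal dose of 8.92 µM, 0.89% DMSO final; schedule: 45 min + 60 min at 25 °C; measured by: FP readout, ex 525 nm / em 598 nm; evaluation: % inhibition of FP-Rh probe binding versus controls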
# * marks the source's active call; other numbers are inactive results; . = no result given.
TDP2 absorb	SIAE inh	mol	HTRA1 inhibitor	TCR CD3 inh	LEDGF integ inh	PRMT1 FP inh	UHRF1 MBD2 ctr	Tn7 DDE FP	PG9 binder	ABHD4 inh
1	4	Cc1ccccc1C1=N/C(=C/c2cccnc2)C(=O)O1	3	-4	3	0	-2	0	-2.3	2
0	4	Cn1ccc(C(=O)OCC(=O)Nc2ccccc2)n1	1	6	3	-4	3	-7	-0.4	2
-4	-2	CSCC[C@H](NC(=O)N1CCn2c1nc1ccccc12)C(=O)N[C@H](Cc1ccccc1)C(=O)O	-1	-9	2	6	5	5	-1.6	-2
4	-2	CSCCC(NC(=O)COc1ccccc1)C(=O)OCc1ccc([N+](=O)[O-])cc1 (configuration not stated)	-6	4	1	-2	-1	-1	0.2	-2
1	1	COC(=O)COn1c(SCC(=O)OC)nc2ccccc2c1=O	-1	2	2	1	-1	-3	-0.9	-2
-3	3	COC(=O)c1ccc(S(=O)(=O)N2Cc3ccccc3C2)cc1	-8	2	2	0	4	0	0.6	-2
-3	10	COc1cc(C(=O)COC(=O)c2c(C)noc2C)cc(OC)c1OC	1	0	3	3	0	-2	-0.7	-8
-2	12	CCCCCNC(=O)c1ccc2c(=O)n(CCCOCC)c(=S)[nH]c2c1	4	7	3	-2	-1	-4	-2.1	-4
3	5	COc1ccc(-c2nnnn2C(C)C)cc1	3	-1	0	1	1	-2	1.9	3
-6	-11	Cc1nc2ccccc2c2oc(C(=O)NCc3ccc4c(c3)OCO4)cc12	-16	5	0	-2	7	-1	-1.7	-10
1	-1	CCOCCCNC(=O)CN1C(=O)COc2ccc(S(=O)(=O)N3CC(C)CC(C)C3)cc21 (configuration not stated)	1	1	4	-5	0	2	-1.1	-1
5	-39	O=C(Cn1cc(-c2nnnn2-c2ccc(Cl)cc2)c(=O)c2ccccc21)c1ccccc1	-2	4	-1	2	1	1	-12	-2
6	2	CCC(Oc1ccccc1)C(=O)Nc1ccc(S(=O)(=O)NCC2CCCO2)cc1 (configuration not stated)	-6	2	-1	-1	3	2	-1.9	0
-3	-7	O=C(NCCN1CCOCC1)C12CC3CC(C1)CC(c1ccccc1)(C3)C2	2	1	-6	2	4	10	1.9	6
-6	-3	CC(=O)Nc1ccc(NC(=O)c2ccc(COc3ccccc3Br)o2)cc1	-2	-2	2	9	1	13	4.5	-12
-7	-10	Cc1ccc(C(=O)Oc2coc(CSc3nnc(NC(=O)c4cccs4)s3)cc2=O)cc1	2	14	-4	-2	2	5	0.6	10
-5	6	Nc1c(N2CCCC2)c2ccccc2oc1=O	.	0	2	-2	-4	2	-3.6	-3
-3	-1	CCOc1ccc(C(=O)Nc2ccc(NC(=O)c3cccs3)cc2)cc1[N+](=O)[O-]	0	3	4	-3	-1	2	-1.0	-18
2	-4	CCCCN1CCC(COC(=O)c2cc(Cl)c(N)c3c2OCCO3)CC1	2	4	1	-2	1	4	-1.0	3
-6	0	CN(C)S(=O)(=O)c1cc(NC(=O)Cn2ccsc2=N)ccc1Cl	1	-1	-3	4	4	-5	1.5	5
4	-3	COc1ccc(C(c2nnnn2C(C)(C)C)N2CCN(C(=O)c3ccco3)CC2)cc1 (configuration not stated)	11	-6	-4	1	-2	1	0.1	-2
13	1	Cc1c(C(=O)N2CCNCC2)oc2ccccc12	2	-3	-4	0	2	3	-2.1	4
-6	-2	O=[N+]([O-])c1ccc2c(c1)C(N1CCN(CCO)CC1)Cc1ccc(F)cc1S2 (configuration not stated)	.	-7	0	3	1	3	0.7	15
9	-1	CCc1nc2c(OCCOc3ccccc3)cccn2c1N(C=O)Cc1ccc(OC)cc1	.	-13	-1	1	0	1	-0.8	8
-4	2	Cc1ccc2c(c1)C1CN(C)CCC1N2CC(=O)N(C)c1ccccc1 (configuration not stated)	4	-2	-1	-1	-2	-8	-2.4	3
-10	-9	CC1(C(=O)N2CC3(CC(c4cccc(NC(=O)CC(c5ccccc5)c5ccccc5)c4)=NO3)C[C@@H]2C(N)=O)CC1 (some centres not stated)	-18	3	2	1	-1	-5	0.5	-13
-11	5	O=C(c1ccccc1)c1c[nH]c(C(=O)NCCCN2CCOCC2)c1	-1	1	-2	2	-1	6	-1.8	-4
3	-8	CSc1ccc(/C=N/NC(=O)c2cccs2)cc1	.	7	1	-4	-5	-12	-1.9	-13
20	-63	Cc1cccc2c(N=O)c(O)n(CCc3ccccc3)c12	-49	2	0	0	6	0	-1.9	-25
-1	7	Cc1cc(Cl)c(C)c(S(=O)(=O)N2CCN(CC(=O)N3CCOCC3)CC2)c1Cl	-2	-6	-6	1	4	-10	0.3	1

# Six of the compounds above, tab-delimited:
Compound	TDP2 absorb	SIAE inh	HTRA1 inhibitor	TCR CD3 inh	LEDGF integ inh	PRMT1 FP inh	UHRF1 MBD2 ctr	Tn7 DDE FP	PG9 binder	ABHD4 inh
O=[N+]([O-])c1ccc2c(c1)C(N1CCN(CCO)CC1)Cc1ccc(F)cc1S2 (configuration not stated)	-6	-2	.	-7	0	3	1	3	0.7	15
CCc1nc2c(OCCOc3ccccc3)cccn2c1N(C=O)Cc1ccc(OC)cc1	9	-1	.	-13	-1	1	0	1	-0.8	8
Cc1ccc2c(c1)C1CN(C)CCC1N2CC(=O)N(C)c1ccccc1 (configuration not stated)	-4	2	4	-2	-1	-1	-2	-8	-2.4	3
CC1(C(=O)N2CC3(CC(c4cccc(NC(=O)CC(c5ccccc5)c5ccccc5)c4)=NO3)C[C@@H]2C(N)=O)CC1 (some centres not stated)	-10	-9	-18	3	2	1	-1	-5	0.5	-13
O=C(c1ccccc1)c1c[nH]c(C(=O)NCCCN2CCOCC2)c1	-11	5	-1	1	-2	2	-1	6	-1.8	-4
CSc1ccc(/C=N/NC(=O)c2cccs2)cc1	3	-8	.	7	1	-4	-5	-12	-1.9	-13

# Other results follow:
TDP2 absorb	SIAE inh	mol	HTRA1 inhibitor	TCR CD3 inh	LEDGF integ inh	PRMT1 FP inh	UHRF1 MBD2 ctr	Tn7 DDE FP	PG9 binder	ABHD4 inh
5	-1	CN(C)S(=O)(=O)N(CC(=O)Nc1cccc(F)c1)c1ccccc1	3	-6	-2	0	1	0	2.5	-6
-2	0	Cc1cccc(C(=O)NCCNc2nc3cc(C)c(C)cc3cc2C)c1	-28	4	-5	1	5	-8	-0.2	2
5	8	COc1cccc(C(=O)NCCCc2ccccc2)c1OC	2	4	0	0	-1	1	1.8	-2
-8	0	Cc1ccc(NC(=O)CCn2c(=S)oc3ccccc32)cc1F	1	3	-1	-3	0	-1	-1.4	-1
-4	5	CCCCn1c(-c2ccc(Br)cc2F)nc2c1c(=O)[nH]c(=O)n2CC(C)C	4	-2	-5	1	1	-5	0.8	5
3	0	CC(=O)C1CCN(Cc2ccccc2)CC1	-1	0	-2	0	2	8	-0.5	4
6	6	c1ccc(C2C3=C(CCCC3)Nc3ncnn32)cc1 (configuration not stated)	-5	-4	-2	1	-4	0	0.8	3
5	-2	Cc1cc(NC(=O)C(C)SCC(=O)OCC(=O)N(Cc2ccccc2)C(C)(C)C)no1 (configuration not stated)	-9	5	0	-6	0	-7	-2.1	-9
-1	-1	Cc1cccc(CSC2=NCCN2C(=O)c2ccco2)c1	-1	3	-1	15	-1	1	-3.7	0
16	-6	Cc1ccnc(Sc2nc3c(c(=O)[nH]c(=O)n3C)n2CCCc2ccccc2)n1	0	2	-1	3	1	-9	1.1	11
-7	9	O=C(NCCc1ccncc1)Nc1ccccc1Cl	4	0	2	2	0	-2	-0.5	3
0	5	CN1CCN(C(=S)Nc2ccc(Oc3ccccc3)cc2)CC1	2	0	1	-4	1	-8	-1.8	-3
5	-4	COC(=O)c1cc(C(=O)N(Cc2ccccc2)c2ccccn2)cc([N+](=O)[O-])c1	-3	-6	-2	-1	4	0	-0.8	6
8	-1	COc1cc2c(cc1OC)C(Nc1ccc(S(N)(=O)=O)cc1)=NC(C)(C)C2	7	2	1	-6	-2	1	0.7	4
1	0	C=CCN(CC#Cc1ccccc1)CC=C	.	.	4	-7	1	0	.	0
-15	-11	COc1ccccc1N1CCN(C(=O)CSc2nc3ccccc3nc2N2CCC(C)CC2)CC1	-15	7	-3	-2	-1	0	-0.8	4
3	3	COc1ccc(/C=N/Nc2ncnc3c2[nH]c2ccc(C)cc23)c(OC)c1OC	.	-7	-1	4	2	7	-0.1	2
-4	-5	Cc1ccc2nc(NC(=O)CSc3ncnc4c3oc3ccccc34)sc2c1	-5	8	1	-1	0	-7	-5.9	-3
1	3	CCCCC(=O)N1CCCC(C(=O)OCC)C1 (configuration not stated)	-1	0	-2	-3	1	7	1.4	5
-19	-6	O=C(Oc1cccc(NC2=NS(=O)(=O)c3ccccc32)c1)c1cccnc1	-4	-4	-5	5	6	-6	-0.3	-10
8	5	COc1ccc(OC)c(NC2c3ncccc3C(=O)N2Cc2ccco2)c1 (configuration not stated)	6	-10	-1	8	5	-7	0.9	10
10	0	COc1ccc([C@H]2CC(=O)C=C(c3cc(C=O)ccc3OC)C2)cc1OC	-15	4	2	0	2	-9	-1.0	2
5	-1	O=C(NCC(O)c1ccccc1)c1cccc(S(=O)(=O)N2CCOCC2)c1 (configuration not stated)	-1	-2	1	1	3	1	-0.6	4
9	3	Cc1ccc(C)c(S(=O)(=O)N2CCCC2CNC(=O)C(=O)NCc2ccccc2)c1 (configuration not stated)	-8	4	-1	-1	-1	-4	-0.6	4
3	-2	COc1ccc(NC(=O)C2CC(=O)n3c(nc4ccccc43)N2)cc1 (configuration not stated)	-2	4	0	-3	0	4	0.8	-2
-3	-9	O=c1cc(N2CCOCC2)cnn1-c1ccccc1	6	-7	-1	-1	4	-7	-2.4	6
14	2	O=C(O)/C(=C\c1ccco1)NC(=O)c1ccccc1	5	1	9	13	3	10	0.0	15
4	2	O=C1NC(Cc2c[nH]c3ccccc23)C(=O)N1c1ccc(F)cc1 (configuration not stated)	7	1	-1	-1	0	5	-0.7	1
-9	-4	COC(=O)COc1ccc(NC(=O)c2ccco2)cc1	-1	-6	-8	6	3	3	-1.8	-4
12	-3	CCCCn1nnnc1NCc1cc(OC)c(OC)c(OC)c1	4	4	-2	-6	-3	-3	0.1	0
-1	-4	CSCCC(C(=O)Nc1c(C)cccc1C)N1CCN(C/C=C/c2ccccc2)CC1 (configuration not stated)	.	5	5	1	0	-7	0.0	3
12	-4	CC(C)=C1SC(N2CCN(c3ccc(Cl)cc3)CC2)=NC1=O	-7	6	5	-1	-6	0	-3.0	0
5	2	COCCCNC(=O)c1ccc(CS(=O)(=O)Cc2cccc(C)c2)o1	4	6	1	2	0	11	-0.7	-5
-11	5	Cc1ccc2c(c1)c(C1=c3ccccc3=NC1=O)c(O)n2C	3	0	1	16	3	2	-8.1	10
8	4	CCC(C)n1c(C)nc2c(c1=O)c1nc3ccccc3nc1n2CCC1=CCCCC1 (configuration not stated)	2	2	-2	1	-2	11	1.2	1

# Bioassay records deposited in PubChem by The Scripps Research Institute Molecular Screening Center.
